Compound activity as filed in PubChem BioAssay.
Pin1 inhibitor: inhibitors of human Pin1. Q13526. AID 504891. hit rate 0.009% among 390,000. Pin1 FP peptide displacement, HiFluor488, 10 min. Potency, µM (series often up to 115 µM), for the others: top-dose activity, negative = inhibition, most hits filed as inhibitors; active = well fitted inhibition curve with a large enough effect in the polarisation, with a control signal flat, not every such curve was filed as active; inconclusive = small, poorly fitted or top-dose-only effect, or effect the other way, or a change in a side signal; inactive = no such curve, though single readings can be large or run the other way; the % refers to the polarisation; note: % is set by controls: 0 for no effect and ±100 for the full control effect
Target sequence (Q13526 whole entry, looked up): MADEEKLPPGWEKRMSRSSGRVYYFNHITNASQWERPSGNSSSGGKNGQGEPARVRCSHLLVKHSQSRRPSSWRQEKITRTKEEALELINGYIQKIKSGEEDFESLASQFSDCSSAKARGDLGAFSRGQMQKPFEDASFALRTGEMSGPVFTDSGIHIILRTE
GLS inh: blocks human kidney-isoform glutaminase activity | GLS enzymatic activity, qHTS titration | O94925 | hit rate 0.21% among 410,000 | Potency, µM (top dose mostly 45.5 µM), inactives show at the highest dose activity change, negative = inhibition, most hits filed as inhibitors; note: % is set by controls: 0 for no effect and ±100 for the full control effect
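Compounds were pin-transferred onto hKGA, after which L-glutamine (1 mM solution) and a detection mix of glutamate oxidase, HRP and Amplex Red were added. Initial and 30 min RT fluorescence reads were collected.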
Tb PGK inh: blocks T. brucei phosphoglycerate kinase; P07378; AID 602233; Potency, µM (highest dose often 57.5 µM), for inactives: at the top dose activity change, negative = inhibition, most hits filed as inhibitors; PGK/GAPDH coupled, Kinase-Glo luminescence, 60 min; hit rate 0.043% among 380,000; note: % is set by controls: 0 for no effect and ±100 for the full control effect; nearly all actives have a fitted effect of over 60% in size
Target sequence (P07378 whole entry, looked up): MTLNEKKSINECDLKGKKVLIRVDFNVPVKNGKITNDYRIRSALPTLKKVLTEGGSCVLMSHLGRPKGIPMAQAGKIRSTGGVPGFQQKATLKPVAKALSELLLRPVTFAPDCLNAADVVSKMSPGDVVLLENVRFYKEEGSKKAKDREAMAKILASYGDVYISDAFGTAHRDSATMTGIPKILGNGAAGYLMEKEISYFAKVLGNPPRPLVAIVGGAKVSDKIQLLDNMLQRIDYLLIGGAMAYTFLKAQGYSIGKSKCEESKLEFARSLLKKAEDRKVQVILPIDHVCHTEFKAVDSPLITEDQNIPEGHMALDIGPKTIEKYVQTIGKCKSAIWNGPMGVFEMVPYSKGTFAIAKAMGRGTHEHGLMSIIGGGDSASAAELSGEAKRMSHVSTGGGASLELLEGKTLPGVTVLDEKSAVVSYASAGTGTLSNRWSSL
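Luminescent ATP detection (Kinase-Glo Plus) follows a 60-minute room-temperature incubation, with wells lacking PGK as controls. Buffer: 100 mM TEA (pH 7.6), 5 mM MgCl2, 0.01% Tween-20. Coupling enzyme GAPDH (100 nM final) supplies unstable 1,3-BPG in-well.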
G9a inh: inhibitors of human histone lysine methyltransferase G9a; Q96KQ7; G9a H3K9 monomethylation, AlphaScreen, 2 h; Potency, µM (series often up to 102 µM), for the others: at the highest dose activity, negative = inhibition, hits mostly inhibitors; hit rate 8.8% among 350,000; AID 504332; note: % is set by controls: 0 for no effect and ±100 for the full control effect; nearly all actives have a fitted effect of over 75% in size
Target sequence (Q96KQ7 913-1193 limits assumed): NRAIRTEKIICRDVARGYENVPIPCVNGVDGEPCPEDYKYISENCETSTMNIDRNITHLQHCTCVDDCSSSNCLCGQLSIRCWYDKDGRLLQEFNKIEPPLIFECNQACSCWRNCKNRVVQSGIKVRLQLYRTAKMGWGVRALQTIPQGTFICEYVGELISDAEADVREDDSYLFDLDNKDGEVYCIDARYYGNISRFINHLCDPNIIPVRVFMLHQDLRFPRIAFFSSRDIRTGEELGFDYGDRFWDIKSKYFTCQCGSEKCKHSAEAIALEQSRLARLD
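Enzyme 20 nM + cpd, 15 min RT; add b-H3K9 pep 500 nM / SAM 20 uM; 2 h RT; anti-H3K9me1 Ab 0.5 ug/mL + SA donor / anti-rabbit acceptor beads 20 ug/mL each, 10 min; AlphaScreen read.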
POLI inh: DNA polymerase iota (human) inhibition; Pol iota fluorescent replication assay, 10 min; Q9UNA4; Potency, µM (series often up to 115 µM), inactives show at the top dose activity, negative = inhibition, usual class: inhibitors; hit rate 1% among 390,000
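Pol iota at 10 nM preincubated 15 min with compounds at room temperature; reaction started with fluorescent substrate, 50 nM final. Fluorescence read kinetically at 0 and 10 min; buffer-only wells as negative control.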
BLM helicase inh: blocks DNA unwinding by human BLM helicase; Potency, µM (titrated, usually from 56.1 µM), for the others: top-dose activity change, negative = inhibition, most hits filed as inhibitors; recombinant BLM DNA unwinding, fluorescence dequenching; hit rate 0.2% among 350,000; P54132;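 note: plate controls were vehicle for no effect and no enzyme for full effect; nearly all actives have a fitted effect of over 35% in size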
BAZ2B block: BAZ2B (human) inhibition; hit rate 4.4% among 360,000; Potency, µM (highest dose often 114 µM), for the others: top-dose activity change, negative = inhibition, actives largely listed as inhibitors; AlphaScreen BAZ2B-H3K14Ac peptide displacement; note: % is set by controls: 0 for no effect and ±100 for the full control effect; nearly all actives have a fitted effect of over 60% in size
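Multi-concentration screen (max 110 uM) measuring displacement of acetylated histone H3 peptide from BAZ2B by AlphaScreen, using 50 nM protein, 50 nM peptide and 10 ug/mL streptavidin donor plus Ni-chelate acceptor beads.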
HP1b binding inh: inhibitors of HP1-beta chromodomain binding to methylated histone tails; AlphaScreen HP1-beta / biotin-H3K9me3 peptide binding; Potency, µM (titrated, usually from 114 µM), without a hit: at the highest dose activity change, negative = inhibition, usual class: inhibitors; hit rate 0.56% among 390,000; P83916; AID 540317; note: nearly all actives have a fitted effect of over 70% in size; inactives centre near 23
Target sequence (P83916 whole entry, looked up): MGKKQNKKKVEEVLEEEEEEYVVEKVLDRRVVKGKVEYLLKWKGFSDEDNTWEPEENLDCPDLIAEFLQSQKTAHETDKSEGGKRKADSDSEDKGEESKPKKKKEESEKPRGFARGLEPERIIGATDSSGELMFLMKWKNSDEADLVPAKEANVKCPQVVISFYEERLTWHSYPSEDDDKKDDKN
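HP1-beta protein (50 nM final) preincubated 30 min at room temperature with biotinylated H3(1-18)K9me3 peptide (50 nM) in PBS pH 7.4, 0.01% Tween-20, then compound added for 30 min. AlphaScreen streptavidin donor/nickel chelate acceptor beads (10 ug/mL final), 30 min dark, luminescence read.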
JMJD2A Tudor: JMJD2A Tudor domain (human) inhibition; AlphaScreen JMJD2A-Tudor / H3K4me3 peptide binding; hit rate 4.4% among 390,000; O75164; Potency, µM (titrated, usually from 114 µM), without a hit: at the top dose activity change, negative = inhibition, actives largely listed as inhibitors; note: % is set by controls: 0 for no effect and ±100 for the full control effect; nearly all actives have a fitted effect of over 50% in size
An asterisk follows results filed as active; i = inactive; ? = inconclusive; · = no result given; & = joins results of further samples; [ ] = remark or other dose. Unless noted, calls come from the whole dose curve; as a rule, active = well fitted curve in the direction sought with a large enough effect; inconclusive = small, poorly fitted or top-dose-only effect, or another doubt; inactive = no such curve, though single readings can be large; an effect the other way counts as inactive or inconclusive. Potency is the fitted concentration of half-maximal effect. Not all compounds are listed. The share of hits here may be higher or lower than overall.

1. CC(C)(C)c1ccc(/C=C2\Oc3cc(O)ccc3C2=O)cc1
2. Cc1cc(C)nc(NS(=O)(=O)c2ccc(NC(=O)CCCN3C(=O)c4ccccc4C3=O)cc2)n1
3. O=C(NCC(c1ccco1)N1CCc2ccccc2C1)c1cccc(F)c1 (stereo not given)
4. CCOC(=O)C1CCCN(C(=O)C2CCCN(S(=O)(=O)c3ccc4c(c3)oc(=O)n4C)C2)C1 (stereo not given)
5. CCOC(=O)[C@@H]1[C@H]2COc3ccccc3[C@H]2N2C(=O)N(c3cccc(Cl)c3)C(=O)[C@@]12C
6. CC1CCN(C(=O)CCc2nnc3ccc(NCc4ccco4)nn23)CC1
7. COc1ccc(F)cc1CN1CCN(CC(=O)N2CCc3ccccc32)CC1
8. CCn1c(C)nc2cc(C(=O)NN=Cc3ccccc3OC(F)F)ccc21

assay / compound	1	2	3	4	5	6	7	8
Pin1 inhibitor	?	-1%	8%	0%	11%	0%	-5%	1%
GLS inh	5%	4%	7%	1%	-2%	-3%	-11%	-9%
Tb PGK inh	6%	-3%	1%	0%	-6%	-1%	3%	1%
G9a inh	-4%	7%	19%[0.501 µM]	2%	?	3%[59 µM]	27%	·
POLI inh	-3%	25%	51%[activator]	24%	?	19%	125%[activator]	-4%
BLM helicase inh	-10%	1%	·	-1%	-14%	-6%	0%	·
BAZ2B block	-2%	6%	-3%	-6%	4%	-25%	-5%	·
HP1b binding inh	38%	18%	12%	26%	25%	34%	3%	32%
JMJD2A Tudor	-8%	-8%	-20%	-26%	-15%	-14%	-1%	-6%

9. COc1ccc(C(=O)CSc2ccccc2C(=O)O)cc1
10. C/C(=N\NC(=O)c1cc(C)[nH]n1)C(C)(C)C
11. Cc1ccc(Nc2ccccc2)nn1
12. CC1CCC2C(=O)N(c3ccc(S(=O)(=O)c4ccccc4)cc3)C(=O)C2C1 (stereo not given)
13. CN1CCC(=C2c3ccccc3Sc3ccccc32)CC1
14. CCOc1ccc2c(c1)ncn2Cc1ccccc1
15. COc1ccccc1-c1c(C(F)(F)F)oc2cc(OS(C)(=O)=O)ccc2c1=O
16. CC(=O)c1ccc(N(CC(=O)NCc2ccc3c(c2)OCO3)C(=O)c2csnn2)cc1

assay / compound	9	10	11	12	13	14	15	16
Pin1 inhibitor	2%	4%	-4%	36%[activator]	-2%	-1%	4%	0%
GLS inh	3%	-3%	6%	-8%	-2%&3%	4%	10%	0%
Tb PGK inh	i	-7%	i	3%	2%	i	7%	1%
G9a inh	0%	12%	·	19%[59 µM]	-46%[2.33 µM]	-45%	2%[59 µM]	-7%
POLI inh	-6%	7%	-14%[58.9 µM]	4%	10%	81%[activator]	6%	-8%
BLM helicase inh	-4%	1%	1%	0%	-12%	0%	2%	0%
BAZ2B block	-15%	-1%	-2%	3%	·	·	11%	-19%
HP1b binding inh	31%	34%	9%	25%	33%	-9%	12%	25%
JMJD2A Tudor	-12%	-1%	-5%	-3%	-35%	-28%	-18%	-18%

Entries of single compounds, quoted from the list. Order of values: Pin1 inhibitor | GLS inh | Tb PGK inh | G9a inh | POLI inh | BLM helicase inh | BAZ2B block | HP1b binding inh | JMJD2A Tudor
Results for `CC1CCN(C(=O)CCc2nnc3ccc(NCc4ccco4)nn23)CC1` → 0% | -3% | -1% | 3%[59 µM] | 19% | -6% | -25% | 34% | -14%
Results for `CCOc1ccc2c(c1)ncn2Cc1ccccc1` → -1% | 4% | i | -45% | 81%[activator] | 0% | · | -9% | -28%

Following part
17. COc1ccc(/C=C(/C(=O)N2CCCCC2C(=O)O)c2ccc(OC)c(OC)c2)cc1 (stereo not given)
18. Cc1ccc(-c2noc(CNS(=O)(=O)c3ccccc3)n2)cc1
19. Cc1noc(C)c1NC(=O)N(C)C[C@H]1Oc2ccc(NC(=O)NC3CCCCC3)cc2C(=O)N([C@H](C)CO)C[C@@H]1C
20. O=C(O/N=C1\CCS(=O)(=O)c2sccc21)c1c(F)cccc1F
21. CCCN(C(=O)COC(=O)CSc1ccc([N+](=O)[O-])cc1)C1CCS(=O)(=O)C1 (stereo not given)
22. O=C(CN(c1cccc(Cl)c1)S(=O)(=O)c1ccc(Cl)cc1)NCc1ccccn1
23. CSc1cc(-c2ccc(Cl)cc2)[nH]c(=O)c1C#N
24. CCOc1ccc(NC2OC(C)C(O)C(O)C2O)c([N+](=O)[O-])c1 (stereo not given)

assay / compound	17	18	19	20	21	22	23	24
Pin1 inhibitor	-20%	16%	-1%	0%	-5%	3%	11%	-2%
GLS inh	3%	2%	-7%	-14%	10%	16%	-11%	-3%
Tb PGK inh	-1%	-1%	0%	2%	-9%	1%	·	-6%
G9a inh	·	13%	·	17%[59 µM]	22%[12.7 µM]	·	-1%	4%
POLI inh	79µM*	-11%	19%	72%[activator]	-15%	11%	-21%	76%[activator]
BLM helicase inh	·	-9%	·	3%	·	-4%	-4%	-3%
BAZ2B block	·	-3%	·	3%	-3%	?	-16%	-26%
HP1b binding inh	27%	48%[activator]	38%	24%	?	31%	68%[activator]	30%
JMJD2A Tudor	-24%	-11%	-4%	-7%	56µM*	-28%	-4%	-1%[11.4 µM]

25. C=CCNC(=O)C12CCC(C)(C(=O)[C@H]1Br)C2(C)C (stereo not given in full)
26. Cc1ccc(S(=O)(=O)c2nc(-c3ccco3)oc2SC(C)c2ccccc2)cc1 (stereo not given)
27. Cc1ccc2c(c1)nc(NCCCO)n2C
28. O=C(COc1ccc2ccccc2c1)NNC(=O)Cc1cccc2ccccc12
29. O=C(COc1ccc2c(-c3ccccc3)cc(=O)oc2c1)NCC(O)c1ccccc1 (stereo not given)
30. CCOC(=O)C1CCCN(C2=NC(=O)/C(=C/c3ccc(O)c(OC)c3)S2)C1 (stereo not given)
31. COc1ccc(NC(=O)C(c2ccc(OC)cc2)N(Cc2ccco2)C(=O)CC2NC(=O)NC2=O)cc1 (stereo not given)
32. CCOC(=O)c1c(C)[nH]c(C)c1S(=O)(=O)N1CCCC(C(=O)NCc2ccccc2Cl)C1 (stereo not given)

assay / compound	25	26	27	28	29	30	31	32
Pin1 inhibitor	1%	54%[activator]	1%	5%	8%	?	-4%	0%
GLS inh	0%	-13%	-3%	11%	-3%	-3%	1%	2%
Tb PGK inh	-5%	11%	14%	6%	18%	5%	i	2%
G9a inh	?	?	-11%	50%[12.7 µM]	·	1%	14%[59 µM]	-29%[59 µM]
POLI inh	43%[activator]	?	8%	3%	15%	36%[activator]	22%	-5%
BLM helicase inh	1%	-11%	-8%	0%	-6%	-5%	-5%	-4%
BAZ2B block	0%	-20%	2%	-3%	15%	-12%	?	-21%
HP1b binding inh	18%	20%	9%	39%	30%	44%[activator]	10%	23%
JMJD2A Tudor	-7%	-19%	-1%	7%	-7%	-2%	-12%	-25%

33. CC(=O)Nc1ccc(N(C(=O)c2ccco2)C(C(=O)NC2CCCC2)c2ccc(N3CCOCC3)cc2)cc1 (stereo not given)
34. COc1ccc(CNC(=O)CCNS(=O)(=O)c2ccc3c(c2)oc(=O)n3C)cc1
35. CCCc1cnc(N2CCN(C(=O)c3ccc(OC)cc3)CC2)nc1
36. O=C(CCNC(=O)c1ccccc1Cl)NN=Cc1ccccc1[N+](=O)[O-]
37. CCCc1cc(=O)c2ccc(OC/C(C)=N/O)cc2o1
38. CCC(=O)N1CCc2cc(S(=O)(=O)CCC(=O)Nc3c(C)n(C)n(-c4ccccc4)c3=O)ccc21
39. COC(=O)c1ccccc1NC(=O)c1ccccc1N(C)S(=O)(=O)c1ccccc1
40. CC1(C)CC(=O)C=C(NCCCNC2CCCCC2)C1
41. Cc1cccc(-n2cnc3c(c2=O)c2nc4ccccc4nc2n3Cc2ccco2)c1
42. Cc1ccc(S(=O)(=O)NCC(=O)N2CCC(C)CC2)cc1
43. CCOC(=O)Cc1c(C)c2c(C)nn(-c3ccccc3)c2oc1=O

assay / compound	33	34	35	36	37	38	39	40	41	42	43
Pin1 inhibitor	4%	2%&2%	1%	-5%	-6%	0%	-8%	-11%	16%	3%	0%
GLS inh	9%	10%&1%	14%	-2%	2%	7%	7%	0%	10%	9%	-8%
Tb PGK inh	9%	1%&-1%	-7%	-1%	-1%	9%	-4%	6%	-2%	-8%	10%
G9a inh	·	-8%	-2%	·	10%	·	33%[59 µM]	6%[59 µM]	?	?	20%[59 µM]
POLI inh	13%	-4%&49%	98%[activator]	83%[activator]	44%[activator]	6%	95%[activator]	13%	?	-1%	18%
BLM helicase inh	-1%	3%&-1%	1%	·	-4%	·	-4%	1%	-21%	5%	-1%
BAZ2B block	1%	-22%&-26%	-1%	·	1%	·	-7%	-24%	?	11%	8%
HP1b binding inh	36%	37%&47%[activator]	12%	13%	61%[activator]	17%	52%[activator]	24%	27%	3%	33%
JMJD2A Tudor	-1%	-4%&-9%	15%	-4%	1%	-5%	-5%	-5%	-21%	?	-7%

Entries from the list above with a furan ring, fused or not, in the order listed:
3. O=C(NCC(c1ccco1)N1CCc2ccccc2C1)c1cccc(F)c1 (stereo not given)
6. CC1CCN(C(=O)CCc2nnc3ccc(NCc4ccco4)nn23)CC1
26. Cc1ccc(S(=O)(=O)c2nc(-c3ccco3)oc2SC(C)c2ccccc2)cc1 (stereo not given)
31. COc1ccc(NC(=O)C(c2ccc(OC)cc2)N(Cc2ccco2)C(=O)CC2NC(=O)NC2=O)cc1 (stereo not given)
33. CC(=O)Nc1ccc(N(C(=O)c2ccco2)C(C(=O)NC2CCCC2)c2ccc(N3CCOCC3)cc2)cc1 (stereo not given)
41. Cc1cccc(-n2cnc3c(c2=O)c2nc4ccccc4nc2n3Cc2ccco2)c1

assay / compound	3	6	26	31	33	41
Pin1 inhibitor	8%	0%	54%[activator]	-4%	4%	16%
GLS inh	7%	-3%	-13%	1%	9%	10%
Tb PGK inh	1%	-1%	11%	i	9%	-2%
G9a inh	19%[0.501 µM]	3%[59 µM]	?	14%[59 µM]	·	?
POLI inh	51%[activator]	19%	?	22%	13%	?
BLM helicase inh	·	-6%	-11%	-5%	-1%	-21%
BAZ2B block	-3%	-25%	-20%	?	1%	?
HP1b binding inh	12%	34%	20%	10%	36%	27%
JMJD2A Tudor	-20%	-14%	-19%	-12%	-1%	-21%
